Compound activity deposited in PubChem by several laboratories.
GalR3 antag = human GalR3 antagonism; O60755; HEK293 GalR3-CNG cAMP membrane potential fluorescence; galR3 body fused to GalR1 C-terminus; inhibition, % at 3 µM; 360,000 compounds, 0.44% hits; AID 651719;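 active = inhibition above the screen-wide average plus 3 SD, cut at about 13% in these data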;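 note: forskolin and galanin both at EC90 stimulate the cells; cAMP rise reported by CNG channel membrane potential dye signal; 0% = forskolin plus galanin with DMSO and 100% = forskolin alone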
GPR7 antag = antagonists of human GPR7 (neuropeptides B/W receptor 1). P48145. GPR7-expressing cells, fluorescence antagonist assay. inhibition, % at 4.4 µM. 290,000 compounds, 1.1% hits. AID 1861; in the data active = inhibition above about 16%, passing the limit was not always enough;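 note: cells stimulated with the agonist NPW; 0% = agonist with vehicle and 100% = vehicle without agonist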
Target sequence (P48145 whole entry, looked up): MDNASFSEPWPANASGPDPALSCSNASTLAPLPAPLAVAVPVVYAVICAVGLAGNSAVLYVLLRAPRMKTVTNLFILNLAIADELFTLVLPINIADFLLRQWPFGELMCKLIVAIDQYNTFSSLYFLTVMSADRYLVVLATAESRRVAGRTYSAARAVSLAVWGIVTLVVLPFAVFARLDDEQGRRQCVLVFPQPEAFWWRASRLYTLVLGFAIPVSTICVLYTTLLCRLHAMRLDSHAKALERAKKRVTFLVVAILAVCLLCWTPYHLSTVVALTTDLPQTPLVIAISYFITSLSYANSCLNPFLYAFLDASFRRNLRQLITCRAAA
NS3 helicase inh = blocks Hepatitis C virus NS3 helicase unwinding; NS3 helicase DNA unwinding, Cy5 molecular beacon fluorescence; inhibition, % at 10.9 µM; 290,000 compounds, 0.56% hits; AID 1800;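 active = inhibition above the mean of all tested compounds plus 3 SD, set per campaign, cut at about 35% in these data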;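 note: 0% = DMSO wells and 100% = thioflavine S control wells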
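Material: hepatitis C virus NS3 helicase domain fragment enzyme; measured by: Cy5 fluorescence, 0 and 60 min reads; control set: DMSO and thioflavine S; incubation: 60 min unwinding reaction at 25 °C after ATP addition; read-out basis: % inhibition from 60/0 min fluorescence ratio, DMSO 0%, thioflavine S 100%; repeats: singlicate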
DNA FID counter = fluorescent intercalator displacement, NS3 helicase counter-screen; DNA fluorescent intercalator displacement, fluorescence; 290,000 compounds, 0.17% hits; inhibition, % at 7.9 µM; in the data active = inhibition above about 37%;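 note: 0% = vehicle and 100% = reference compound; higher means more ethidium bromide displaced from hairpin DNA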
VIM-2 inhibitor = inhibitors of Pseudomonas aeruginosa VIM-2 metallo-beta-lactamase; inhibition, % at 5.6 µM; 290,000 compounds, 0.89% hits; AID 1527; purified VIM-2, nitrocefin hydrolysis, epi-absorbance fluorescence;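 active = inhibition above the mean of all tested compounds plus 3 SD, cutoff set per screening run, cut at about 7.5% in these data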;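 note: red hydrolysis product quenches plate fluorescence so inhibitors raise well fluorescence; 0% = enzyme with DMSO and 100% = DMSO without enzyme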
OXTR agonist = human OXTR agonism. P30559. CHO-OTR cells, Fluo-8 calcium fluorescence; normalized: DMSO 0%, oxytocin 100%. activation, % at 3 µM. 320,000 compounds, 0.32% hits. AID 2435;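 active = activation above the mean of all tested compounds plus 3 SD, cutoff set per screening run, cut at about 20% in these data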;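 note: peak over basal fluorescence ratio from a 100 s FLIPR kinetic read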
Target sequence (P30559 whole entry, looked up): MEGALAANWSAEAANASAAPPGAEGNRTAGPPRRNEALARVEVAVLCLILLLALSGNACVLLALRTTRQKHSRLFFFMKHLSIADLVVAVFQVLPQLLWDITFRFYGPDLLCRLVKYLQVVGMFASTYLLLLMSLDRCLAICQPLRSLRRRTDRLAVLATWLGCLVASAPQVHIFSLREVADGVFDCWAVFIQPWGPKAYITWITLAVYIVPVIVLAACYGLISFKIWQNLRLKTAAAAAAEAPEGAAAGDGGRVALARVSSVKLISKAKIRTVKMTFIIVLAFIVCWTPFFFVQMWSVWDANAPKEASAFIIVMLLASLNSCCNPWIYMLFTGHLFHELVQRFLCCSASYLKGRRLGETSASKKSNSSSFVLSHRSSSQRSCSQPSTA
PHOSPHO1 block = PHOSPHO1 (human) inhibition | Q8TCT1 | 290,000 compounds, 1.1% hits | inhibition, % at 13.3 µM | recombinant PHOSPHO1, absorbance phosphatase assay; in the data active = inhibition above about 60%
Target sequence (Q8TCT1 whole entry, looked up): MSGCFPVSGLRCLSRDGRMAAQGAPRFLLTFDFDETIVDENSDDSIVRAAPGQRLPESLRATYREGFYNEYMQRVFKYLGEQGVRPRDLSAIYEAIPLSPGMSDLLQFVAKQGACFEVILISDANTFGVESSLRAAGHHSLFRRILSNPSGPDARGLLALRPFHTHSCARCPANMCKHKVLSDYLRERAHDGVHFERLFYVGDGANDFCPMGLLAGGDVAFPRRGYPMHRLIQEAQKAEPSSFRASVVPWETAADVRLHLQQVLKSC
V1aR counter = counter-screen for oxytocin receptor agonists: human V1a receptor agonists | P37288 | CHO-V1R cells, Fluo-8 calcium fluorescence, agonist mode; 0% DMSO, 100% 3 nM vasopressin | activation, % at 3 µM | 320,000 compounds, 0.25% hits;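 active = activation above the mean activation of all tested compounds plus 3 SD, per screening run, cut at about 20% in these data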;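 note: signal is peak over basal fluorescence ratio across a 100 second FLIPR read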
IMP-1 inhibitor = inhibitors of Pseudomonas aeruginosa IMP-1 metallo-beta-lactamase. purified IMP-1, nitrocefin hydrolysis, epi-absorbance fluorescence. inhibition, % at 5.6 µM. 290,000 compounds, 0.45% hits. AID 1556;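 active = inhibition above the mean plus 3 SD of all compounds in the same screening run, cut at about 4.5% in these data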;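 note: 0% = IMP-1 with DMSO and 100% = DMSO wells lacking enzyme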
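System: purified IMP-1 / Input: IMP-1 dispensed at 0.2 nM / Medium: 50 mM HEPES pH 7.1, 50 µM ZnSO4, 0.05% Brij 35 / Timing: 15 min enzyme–compound preincubation, then 25 min nitrocefin reaction, 25 °C / Technique: plate fluorescence quenching by hydrolysis product, ex 480/em 530 nm / Repeats: singlicate testing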
* hit, by the source's call; . = not tested or not shown.

SMILES	GalR3 antag	GPR7 antag	NS3 helicase inh	DNA FID counter	VIM-2 inhibitor	OXTR agonist	PHOSPHO1 block	V1aR counter	IMP-1 inhibitor
C=C(C)COc1ccc(-c2[nH]ncc2-c2ccccc2OC)c(O)c1	8	-2	-5	-13	-7.9	-0.9	-14	-0.8	-4.5
Cc1ccc(NC(=O)c2cc(C)n(-c3ccccc3)c2C)cc1	-4	4	-7	-7	-2.3	-1.5	-11	-0.5	-2.5
CNC(=S)N/N=C(\C)c1cccc(C(F)(F)F)c1	-3	-3	0	-5	-1.3	-2.8	1	-1.1	-2.3
CCn1c(=O)c(C(=O)NNC(=O)c2ccc(Cl)cc2Cl)c(O)c2ccccc21	-1	-5	10	-6	-1.2	2.6	27	4.5	-2.2
Cc1cc(OCC(=O)Nc2ccccn2)c2c(C)c(C)c(=O)oc2c1	-8	6	-5	-8	2.1	-0.1	12	0.7	-2.9
CCc1nnc(NC(=O)CN2CCN(c3cccc(OC)c3)CC2)s1	1	-5	-5	-18	-2.3	-1.7	11	-0.8	-5.8
NC(=O)c1ccc(C(F)(F)F)n(Cc2ccccc2Cl)c1=O	-4	-7	7	-14	-3.8	-1.7	4	-1.3	-1.1
C=C(C)CSc1nc2ccccc2c(=O)n1-c1c(C)n(C)n(-c2ccccc2)c1=O	-4	-3	-7	-38	-1.8	-2.1	48	-0.1	-2.3
COc1ccccc1C(=O)Nc1ccc2c(c1)CCCN2C(=O)c1ccccc1	4	-13	-12	-43	-1.9	-1.4	14	3.2	-2.1
CCn1nc(C)cc1C(=O)Sc1cccc(Br)c1	-4	-9	-2	-4	-2.5	-1.5	23	-1.4	-1.9
NS(=O)(=O)c1ccc(CCNC(=O)C2(S(=O)(=O)c3ccc(Cl)cc3)CC2)cc1	-14	-6	-3	-6	-5.2	-0.1	36	2.2	-2.9
Cc1nnc(SCCN2C(=O)c3ccccc3C2=O)[nH]c1=O	3	7	-3	2	-3.6	-0.4	14	-0.4	-1.6
Cc1ccc2cc(CN(Cc3ccco3)C(=O)NCc3ccccc3)c(=O)[nH]c2c1C	-3	-9	-1	-19	-1.3	-2.1	-21	-0.7	-2.6
Cn1ccnc1SCC(=O)c1ccc([N+](=O)[O-])cc1	-3	-6	-9	1	0.5	-0.1	-99	0.4	-0.9
CC(C)c1ccc(-c2csc3nc[nH]c(=O)c23)cc1	-10	-23	1	-10	4.7	-2.0	-8	1.4	0.0
COc1ccc(NC(=O)CSc2ccc3ccccc3c2)cc1S(=O)(=O)N1CCCCC1	-6	-1	-12	-21	-0.6	3.2	-12	2.2	-1.4
Cc1cc(N(C)/N=C/c2ccccc2O)nc(-c2ccccc2O)n1	-7	-1	29	-4	-3.6	0.5	13	0.1	-4.6
O=C(Cc1cccs1)N(CC1CCCO1)C1(C(=O)NC2CCCC2)CCCCC1 (stereo unspecified)	-3	37*	10	-35	0.7	-1.4	-3	-0.6	-1.2
CN(C)CCOCCOc1ccc(Cl)cc1C(C)(C)C	-10	12	-29	21	-2.8	6.3	18	7.5	-1.9
Cc1cc(C(F)F)n2nc(C(=O)O)nc2n1	-8	-4	5	2	-5.4	1.3	-3	0.9	-3.4
COc1ccc(CCNC(=O)CN(C)S(=O)(=O)c2ccc(Br)s2)cc1OC	5	-6	-3	-29	-1.9	0.4	-15	5.8	-3.5
CN(C)CCCNC(=O)c1cc(C(=O)c2c(Cl)cccc2Cl)c[nH]1	-9	11	0	-3	-2.8	0.1	24	0.5	-3.9
C=CCNc1cc(C)oc(=O)c1C(=O)CCC	-1	-2	0	-1	-0.6	-0.9	-13	0.2	-4.3
CN=C(Nc1cc(C)nn1-c1ccccc1)c1ccccc1	-1	-9	-3	2	-3.0	-1.6	-10	0.1	-4.5
O=C(Nc1ccc(NC(=O)C2CC2)nc1)c1cccs1	1	2	6	0	-2.4	0.1	-11	0.2	0.8
CC(C)(C)C(=O)Nc1ccc(C(=O)NCc2cccnc2)cc1	-6	13	-3	-3	-1.6	0.5	-50	1.1	-4.5
O=C(Cc1ccc(Cl)cc1)NNC(=O)Nc1cccc2ccccc12	1	-1	-6	-5	-4.9	0.4	24	0.5	-4.2
CCN(CC)C1=N/C(=C\c2ccc(OC)cc2)C(=O)N1c1ccccc1	-3	-9	7	-11	-1.6	-3.0	-3	-1.4	-2.9
CCn1c(CNc2ccc(F)cc2)nnc1SCC#N	-3	-5	1	1	0.9	0.4	37	0.5	-1.9
CCSc1nnc(NC(=O)COc2ccc(Cl)cc2)s1	-2	-5	14	-4	-2.6	0.2	-4	0.1	-3.4

Whole records as entered above:
Shown for `Cc1cc(OCC(=O)Nc2ccccn2)c2c(C)c(C)c(=O)oc2c1` → GalR3 antag: -8; GPR7 antag: 6; NS3 helicase inh: -5; DNA FID counter: -8; VIM-2 inhibitor: 2.1; OXTR agonist: -0.1; PHOSPHO1 block: 12; V1aR counter: 0.7; IMP-1 inhibitor: -2.9
Shown for `O=C(Cc1cccs1)N(CC1CCCO1)C1(C(=O)NC2CCCC2)CCCCC1` (stereo unspecified) → GalR3 antag: -3; GPR7 antag: 37*; NS3 helicase inh: 10; DNA FID counter: -35; VIM-2 inhibitor: 0.7; OXTR agonist: -1.4; PHOSPHO1 block: -3; V1aR counter: -0.6; IMP-1 inhibitor: -1.2

The list continues:
SMILES	GalR3 antag	GPR7 antag	NS3 helicase inh	DNA FID counter	VIM-2 inhibitor	OXTR agonist	PHOSPHO1 block	V1aR counter	IMP-1 inhibitor
CCOC(=O)C1CCCN(c2c(Nc3ccc(OCC)cc3)c(=O)c2=O)C1 (stereo unspecified)	0	-2	-6	-14	-3.2	-0.8	-3	-0.5	-0.9
Cc1cc(C)cc(OCC(=O)N/N=C\c2cn(C)nc2C)c1	-2	8	-8	-20	0.3	1.5	-3	-0.1	0.1
O=C(CSc1nc(-c2ccccc2Cl)ns1)NCc1ccco1	-2	-10	11	-14	-3.9	-1.2	14	1.6	-3.2
COc1cc(NC(=O)CCc2c(C)nc3nc(C)nn3c2C)cc(OC)c1	-2	-7	4	-11	-3.4	0.7	0	0.7	-2.2
Cc1cc(C)n(-c2nc3sc4c(c3c3nnc(SC(C)C)n23)CC(C)(C)OC4)n1	0	-12	4	-20	-1.3	-1.0	.	-2.0	-2.2
COC(=O)c1ccc(C)c(NS(=O)(=O)c2cn(C)nc2C)c1	-1	-12	1	-1	-2.0	-0.4	38	0.8	-2.1
Cc1cc(C)cc(NC(=O)N2CCCN(Cc3c(F)cccc3Cl)CC2)c1	5	-21	-9	-9	-1.9	-1.3	42	-1.2	-1.0
CC1CCC(N2CCN(c3ncccn3)CC2)CC1 (stereo unspecified)	-4	4	-4	0	-4.6	1.0	12	3.1	-3.4
Cc1nn(C)c(Cl)c1NC(=O)OCc1ccc(Cl)cc1Cl	96*	-6	4	-20	-0.8	15	42	6.5	-0.4
CCC(C)NC(=S)N1CCN(Cc2ccccc2)CC1 (stereo unspecified)	-3	-11	-12	0	0.9	0.4	-1	1.6	-1.6
CC(C)CC(NC(N)=O)C(=O)NCc1ccccc1Cl (stereo unspecified)	-1	-12	0	-7	-2.1	-1.6	-13	0.0	-3.3
CC(=O)Oc1ccc(N(C(C)=O)S(=O)(=O)c2ccc(Cl)cc2)c2ccccc12	-9	12	-1	-25	0.9	-0.1	-8	0.6	0.1
O=C(C1=C[C@H](c2coc3ccccc3c2=O)C[C@H](OCc2ccc(CO)cc2)O1)N1CCOCC1	-2	-12	-9	-30	-0.8	-0.8	35	-0.2	-2.9
COc1ccc(N2CCN(c3cc(C)c4ccccc4n3)CC2)cc1	-2	-2	-15	-7	-2.3	1.1	-58	5.2	-4.8
CN1C(=O)COc2ccc(C(=O)c3ccccc3C(=O)O)cc21	5	-11	-1	-3	-0.7	-0.1	-7	0.5	-1.7
CC1=NN(C(C#N)c2ccccc2O)C(C)(C)C1 (stereo unspecified)	-3	-7	-4	3	-4.5	0.5	34	0.7	-2.4
O=C(Nc1ccc(CN2CCCCC2)cc1)c1cc(Br)ccc1Cl	4	-7	-6	6	-2.5	1.1	54	0.9	-2.6
CCOc1ccccc1Nc1ncnc2ccc(Br)cc12	-9	3	4	-22	2.1	-2.1	37	-2.0	-1.5
COc1ccc(N2C(=O)CC(N3CCN(c4ccc(Cl)cc4)CC3)C2=O)cc1 (stereo unspecified)	-9	-12	8	-29	-2.1	-0.8	-8	0.9	-1.6
CCc1nn(CC(=O)NCCCN(Cc2ccccc2)C(C)C)c(=O)c2cc3sccc3n12	1	-5	-6	17	4.4	-1.2	-2	-1.4	-1.7
COc1ccccc1-n1c(C)nc2cc(C(=O)NCc3ccc4c(c3)OCO4)ccc21	-3	-12	2	-30	-1.3	-1.1	-6	-0.1	-3.0
CCN(C(=O)CSc1nc2ccccc2c(=O)n1-c1ccc(C)cc1)C1CCS(=O)(=O)C1 (stereo unspecified)	4	-8	4	-14	-3.8	-0.3	-8	-1.0	-3.2
CC(C)c1ccc(NC(=O)COC(=O)CCC(=O)c2cccs2)cc1	-3	-10	-4	-24	-1.5	-2.2	-16	1.1	0.2
CC(O)CNCCNCc1cccs1 (stereo unspecified)	-4	-4	-9	3	-2.2	0.6	6	-0.2	-0.6
CC(NC(=O)CN1CCCC1)C12CC3CC(CC(C3)C1)C2 (stereo unspecified)	-4	0	0	4	-3.5	1.2	8	1.2	-2.0
C=CCN1C(=O)C(O)=C(C(C)=O)C1c1ccccc1F (stereo unspecified)	-5	-6	5	2	-2.8	0.2	9	0.6	-4.7
O=C(Cn1ccc2ccccc2c1=O)Nc1ccc2c(c1)OCO2	0	-3	-6	-1	-1.3	2.7	3	0.6	1.0
C/C(N)=C(/C#N)C(=O)COC(=O)c1ccccc1O	-9	-6	0	-1	-2.9	0.1	6	2.2	-4.2
COc1ccc(OCC(O)CNC(=O)c2ccc(Br)cc2)cc1 (stereo unspecified)	-7	-10	0	-12	-2.2	-1.1	18	-0.6	-2.1
CCCCN(C)CCNC(=O)c1ccc(Cn2c(=S)[nH]c3ccc(Br)cc3c2=O)cc1	-7	1	-56	14	-3.2	2.5	-10	1.0	-4.3
CC1Cc2cc(S(=O)(=O)N3CCC(C(N)=O)CC3)ccc2N1C(=O)C1CC1 (stereo unspecified)	-6	12	14	-13	1.8	-0.3	30	0.2	1.6
CCN1CCN(C(c2cccs2)C(C)NC(=O)c2cccc(OC)c2)CC1 (stereo unspecified)	.	-2	1	6	-1.9	0.3	28	1.4	-4.1
Cc1cc(NC(=O)C2CC(=O)N(c3cccc(C)c3C)C2)no1 (stereo unspecified)	-6	-3	6	-12	-1.3	0.4	32	1.2	-1.4
CSc1ccc(/C=C/C(=O)N2CCN(c3ccccn3)CC2)cc1	-5	-11	5	-41	-2.0	0.2	30	1.7	-3.7
CCC(C(=O)NCc1ccccc1OC)n1nc(C)n2c(cc3occc32)c1=O (stereo unspecified)	-6	-1	1	-21	-0.7	-2.3	11	-1.3	-2.7
COc1ccc(NC(=O)CC(NCc2ccccn2)C(=O)O)cc1 (stereo unspecified)	-3	0	0	1	-4.2	-0.4	-7	-0.1	-2.7

Compounds as they come (roughly 4.3% active in at least one column).
